N370S GC = qHTS Assay for Inhibitors and Activators of N370S glucocerebrosidase as a Potential Chaperone Treatment of Gaucher Disease; Lysosomal acid glucosylceramidase (Homo sapiens), P04062; N370S GC spleen homogenate, 4MU-glucoside fluorescence; Potency, µM (titrated, usually from 59.4 µM), without a hit: at the highest dose activity change, negative = inhibition, most hits filed as inhibitors; actives 0.092% (n = 330,000); AID 2101, 2009;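 also: 0% = full enzyme activity and -100% = no enzyme basal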
FEN1 inhibitor = qHTS Assay for the Inhibitors of Human Flap endonuclease 1 (FEN1). Potency, µM (series often up to 114 µM), inactives show at the highest dose activity change, negative = inhibition, hits mostly inhibitors. actives 0.35% (n = 390,000). Recombinant FEN1 flap cleavage, fluorescence, 15 min. P39748; also: nearly all actives have a fitted effect of over 65% in size
Target sequence (P39748 whole entry, looked up): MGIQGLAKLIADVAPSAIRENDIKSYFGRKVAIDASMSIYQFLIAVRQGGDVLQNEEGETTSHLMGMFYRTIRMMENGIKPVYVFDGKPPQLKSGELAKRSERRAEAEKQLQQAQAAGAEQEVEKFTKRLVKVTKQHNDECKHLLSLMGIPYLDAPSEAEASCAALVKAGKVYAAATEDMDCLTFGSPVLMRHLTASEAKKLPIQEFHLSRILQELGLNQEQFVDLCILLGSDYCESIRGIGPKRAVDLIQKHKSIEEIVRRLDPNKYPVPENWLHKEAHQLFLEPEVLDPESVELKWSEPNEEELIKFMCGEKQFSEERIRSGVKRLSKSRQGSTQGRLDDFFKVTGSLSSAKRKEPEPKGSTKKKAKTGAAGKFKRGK
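Quantitative HTS format: each compound was titrated, incubated with 10 nM nuclease for 15 min at room temperature, then challenged with flap substrate at 50 nM final. Signal change over 15 min gave concentration–effect curves.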
TDP1 inh = qHTS Assay for Inhibitors of Tyrosyl-DNA Phosphodiesterase (TDP1) | recombinant TDP1, AlphaScreen DNA substrate cleavage | Potency, µM (doses to about 130 µM), for the others: at the top dose activity change, negative = inhibition, actives largely listed as inhibitors | actives 0.28% (n = 350,000); also: nearly all actives have a fitted effect of over 40% in size
Target sequence (Q9NUW8 whole entry, looked up): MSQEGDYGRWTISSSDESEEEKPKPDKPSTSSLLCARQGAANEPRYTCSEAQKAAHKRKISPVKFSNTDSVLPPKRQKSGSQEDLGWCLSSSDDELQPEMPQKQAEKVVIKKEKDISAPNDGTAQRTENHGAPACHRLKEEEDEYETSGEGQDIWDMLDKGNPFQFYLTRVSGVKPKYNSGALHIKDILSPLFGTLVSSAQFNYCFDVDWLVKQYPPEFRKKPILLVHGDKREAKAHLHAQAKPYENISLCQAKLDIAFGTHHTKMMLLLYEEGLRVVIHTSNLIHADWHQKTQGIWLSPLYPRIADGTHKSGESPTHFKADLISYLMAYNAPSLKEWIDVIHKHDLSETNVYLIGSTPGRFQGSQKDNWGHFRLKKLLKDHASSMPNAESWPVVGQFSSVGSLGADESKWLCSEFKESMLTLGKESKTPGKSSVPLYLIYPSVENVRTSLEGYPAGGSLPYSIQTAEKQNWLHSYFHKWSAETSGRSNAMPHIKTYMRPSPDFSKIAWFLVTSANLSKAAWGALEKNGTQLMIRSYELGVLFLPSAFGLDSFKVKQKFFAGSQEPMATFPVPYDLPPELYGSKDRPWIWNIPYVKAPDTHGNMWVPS
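Signal: AlphaScreen proximity between streptavidin donor and anti-FITC acceptor beads on intact substrate. Reaction: Tdp1 1 nM, substrate 15 nM final, 5 min RT after 15 min compound preincubation.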
* hit, by the source's call; & = joins results of further samples. Calls follow the shape of the dose curve; as a rule, active = well fitted curve in the direction sought with a large enough effect; inconclusive = small, poorly fitted or top-dose-only effect, or another doubt; inactive = no such curve, though single readings can be large; an effect the other way counts as inactive or inconclusive. Unless noted, % is scaled to controls: 0 for no effect and ±100 for the full control effect; potency is read from the fitted curve at half-maximal effect.

For CCOC(=O)c1ncn2c1[C@H]1CCCN1C(=O)c1cc(OC)ccc1-2 the results were N370S GC -4% and TDP1 inh 2%.
`Cc1cc(C=C2C(=O)N(C)C(=S)N(C)C2=O)c(C)n1C1CCCC1` gave N370S GC 26%, FEN1 inhibitor -15% and TDP1 inh 8%.
`c1ccc2c(CN3CCCCC3)c[nH]c2c1` gave N370S GC -3%, FEN1 inhibitor 0% and TDP1 inh 2%.
CC(NC1CCCCC1)C(O)C12CC3CC(CC(C3)C1)C2 (stereo not drawn) was read as N370S GC 0%, FEN1 inhibitor -3% and TDP1 inh 5%.
For CC(=O)NNC(=O)CN1C(=O)CN=C(c2ccccc2)c2cc(Br)ccc21 the results were N370S GC 5%, FEN1 inhibitor -5% and TDP1 inh 4%.
`CC(C)NC(C)C(=O)C12CC3CC(CC(C3)C1)C2` (stereo not drawn) gave N370S GC 5%, FEN1 inhibitor -3% and TDP1 inh 3%.
For C[C@@H]1O[C@H](C[N+](C)(C)C)C[C@@H]1O the results were N370S GC 4% and TDP1 inh 5%.
Screening Cc1ccc2c(c1)C1(CCN(CCc3nc(-c4ccccc4)oc3C)CC1)OC(=O)N2 returned N370S GC -7% and TDP1 inh 20%.
`Cc1ccc(NC2=NCCCS2)c(C)c1C` gave N370S GC -5%, FEN1 inhibitor 8% and TDP1 inh 5%.
Screening CC(C)NS(=O)(=O)c1ccc(OCC(=O)N2CCN(Cc3ccccc3)CC2)c(Cl)c1 returned N370S GC -17%, FEN1 inhibitor 5% and TDP1 inh 5%.
Screening CN1CCCCC1Cn1cc(C(=O)c2cc([N+](=O)[O-])ccc2I)c2ccccc21 (stereo not drawn) returned N370S GC 6% and TDP1 inh 24%.
COc1ccc2[nH]cc(CCN=C(N)N)c2c1 was read as N370S GC inconclusive, FEN1 inhibitor 3% and TDP1 inh 1%.
CCOc1ccc2nc(NC(=O)c3cccn(Cc4ccc(C)cc4)c3=O)sc2c1 was read as FEN1 inhibitor -1% and TDP1 inh 0%.
`CC(C)OCCCNC(=O)c1c(N)n(CC2CCCO2)c2nc3ccccc3nc12` (stereo not drawn) gave N370S GC inconclusive and FEN1 inhibitor -11%.
CCOc1ccccc1C1SCC(=O)Nc2c1c(=O)[nH]n2C(CC)CC (stereo not drawn) was read as N370S GC 7%, FEN1 inhibitor -3% and TDP1 inh -2%.
Screening CN1/C(=C\C=C\C2=[N+](C)c3ccc4ccccc4c3C2(C)C)C(C)(C)c2ccccc21 returned N370S GC -23% and TDP1 inh 12%.
CC1=C2C3OC(=O)[C@H](C)[C@H]3CC[C@@]2(C)C=CC1=O (stereo partly drawn) was read as N370S GC -11% and TDP1 inh 8%.
CC1(C)S[C@@H]2[C@H](N)C(=O)N2C1C(=O)O (stereo partly drawn) was read as N370S GC 4% and TDP1 inh -1%.
For CN[C@@H]1C[C@@]2(C)O[C@@H]([C@@H]1OC)n1c3ccccc3c3c4c(c5c6ccccc6n2c5c31)C(=O)NC4 the results were N370S GC -14% and TDP1 inh 12%.
For Cc1ccc(CN2C3CCCC2CC(NC(=S)NCc2ccccc2)C3)cc1 (stereo not drawn) the results were N370S GC 0% and FEN1 inhibitor 2%.

Entries listed so far with an NH in an aromatic ring (3):
`c1ccc2c(CN3CCCCC3)c[nH]c2c1` gave N370S GC -3%, FEN1 inhibitor 0% and TDP1 inh 2%.
COc1ccc2[nH]cc(CCN=C(N)N)c2c1 was read as N370S GC inconclusive, FEN1 inhibitor 3% and TDP1 inh 1%.
CCOc1ccccc1C1SCC(=O)Nc2c1c(=O)[nH]n2C(CC)CC (stereo not drawn) was read as N370S GC 7%, FEN1 inhibitor -3% and TDP1 inh -2%.

Remaining list, next part.
`N=C1SCC(=O)N1Cc1ccccc1` gave N370S GC 1%, FEN1 inhibitor -10% and TDP1 inh 3%.
`O=C(C1CCCN(S(=O)(=O)c2cccc3nsnc23)C1)N1CCC2(CC1)OCCO2` (stereo not drawn) gave N370S GC 2%, FEN1 inhibitor 3% and TDP1 inh -5%.
`O=P(O)(Oc1ccccc1)OC(c1ccccc1)C(F)(F)C(F)(F)F` (stereo not drawn) gave N370S GC 1%, FEN1 inhibitor 1% and TDP1 inh -3%.
`COC(=O)Cn1cc(/C=C2\C(=O)NC(=O)N(c3ccc(OC)cc3)C2=O)c2ccccc21` gave N370S GC -9% and FEN1 inhibitor -2%.
Cn1cc(C(=O)N2CCOCC2)c2ccccc21 was read as N370S GC -2%, FEN1 inhibitor 3% and TDP1 inh -3%.
CCN1CC2([N+](=O)[O-])CC=C(Cl)C([N+](=O)[O-])(C1)C2 (stereo not drawn) was read as N370S GC 6%, FEN1 inhibitor 2% and TDP1 inh -1%.
CCn1c(O)c(C(c2ccccn2)c2c(O)n(CC)c(=S)[nH]c2=O)c(=O)[nH]c1=S was read as N370S GC -1% and FEN1 inhibitor -13%.
`CC(=O)N1CCN(c2ccc(OC[C@H]3CO[C@](Cn4ccnc4)(c4ccc(Cl)cc4Cl)O3)cc2)CC1` gave N370S GC -4%&-16%&1%&-8%&-10%, FEN1 inhibitor inconclusive and TDP1 inh 8%.
Screening CCN(CC)CCN=Cc1c(O)n(CCC2=CCCCC2)c(=O)[nH]c1=O returned N370S GC 1%, FEN1 inhibitor 0% and TDP1 inh 7%.
Screening Cc1cccc(NC(=O)OC2CN3CCC2CC3)c1 (stereo not drawn) returned N370S GC -3%, FEN1 inhibitor 18% and TDP1 inh 3%.
CC1CN(c2ccc([N+](=O)[O-])c(N3CCCCC3)c2)CCN1 (stereo not drawn) was read as N370S GC inconclusive, FEN1 inhibitor -7% and TDP1 inh 5%.
CCN1C(=O)C(=C2C=C(C)OC(C)=C2)C(=O)N(CC)C1=S was read as N370S GC 9%, FEN1 inhibitor 14% and TDP1 inh -8%.
C#CCOCCOCCOCCNc1nc(N2CCN(C(=O)CCCCCCCCCCNC(=O)[C@H]([C@@H](C)CC)n3cc(CCCCN=C(N)N)nn3)CC2)nc(N2CCN(C(=O)CCCCCCCCCCNC(=O)[C@H](CO)n3cc(CCCCCN)nn3)CC2)n1 was read as N370S GC inconclusive, FEN1 inhibitor 25µM* and TDP1 inh 15%.
For CN1CCN(/N=C/c2c(O)n(C)c(=O)n(C)c2=O)CC1 the results were N370S GC 22%, FEN1 inhibitor 5% and TDP1 inh -4%.
COC(=O)C1=C(c2cccc3c2S(=O)(=O)c2ccccc2-3)C[C@@H]2CC[C@H]1N2C(=O)N1CCOCC1 was read as FEN1 inhibitor 2% and TDP1 inh 0%.
COC(=O)C1=C(c2ccc(-c3ccccc3)c(F)c2)C[C@@H]2CC[C@H]1N2C(=O)NCCOc1ccc(OC)cc1 was read as FEN1 inhibitor -16% and TDP1 inh 2%.
Screening COc1ccc2c(c1)c(C(=O)C(C)N1CCCCC1)c(C)n2C (stereo not drawn) returned N370S GC -23% and FEN1 inhibitor 0%.
For C/C=C1/C[N@@+]2(C)CC[C@]34C(=C(C=O)[C@H]1C[C@H]32)Nc1ccccc14 the results were N370S GC 8% and TDP1 inh -2%.
`CC(=NCc1ccc2c(c1)OCO2)c1c(O)n(Cc2ccccc2)c(=O)[nH]c1=O` gave N370S GC inconclusive and FEN1 inhibitor 1%.
Screening CCC(=O)N1N=C2C3CCN(CC3)C2C1c1ccccc1 (stereo not drawn) returned N370S GC 17%, FEN1 inhibitor -1% and TDP1 inh -1%.
`COc1cccc(CNCCc2c[nH]c3ccccc23)c1` gave N370S GC inconclusive and FEN1 inhibitor -10%.
Screening CCn1nc(-c2cccs2)nc2c(=O)n(C)c(=O)nc1-2 returned N370S GC -14%, FEN1 inhibitor 13% and TDP1 inh 2%.
CCCCNC(=O)NC(C(N)=O)P(=O)(OCC)OCC (stereo not drawn) was read as N370S GC 3%, FEN1 inhibitor -3% and TDP1 inh 4%.
`CCCCCn1c(=O)c(C(=O)Nc2ccccc2Cl)c(O)c2ccccc21` gave N370S GC 2% and FEN1 inhibitor 22%.
Screening Cc1cc(N2C(=O)CC(N3CCC(n4c(=O)[nH]c5ccccc54)CC3)C2=O)no1 (stereo not drawn) returned N370S GC 9%, FEN1 inhibitor -1% and TDP1 inh 5%.
Screening Cc1cc(Cl)ccc1O returned N370S GC -1% and TDP1 inh 5%.
Screening NC1CCCC[C@@H]1N (stereo partly drawn) returned N370S GC -6% and TDP1 inh 13%.
`COc1ccccc1Cn1c(SCC(=O)C(C)(C)C)nc2cc(C(=O)N3CCC4(CC3)OCCO4)ccc2c1=O` gave N370S GC -6% and TDP1 inh 3%.
O=C(Cc1ccccc1)OCCN1CCCCC1 was read as N370S GC -2%, FEN1 inhibitor -2% and TDP1 inh 2%.
Screening CCCC(=O)Nc1cc(C(=O)N2CCC3(CC2)OCCO3)ccc1S(=O)(=O)c1ccc(C)cc1 returned N370S GC 9%, FEN1 inhibitor -7% and TDP1 inh 1%.
`Cc1nn(Cc2ccccc2)c(C)c1C(=O)NCc1ccccc1F` gave N370S GC 6%, FEN1 inhibitor 6% and TDP1 inh 4%.
Screening CN1C(=O)C(=Cc2ccccc2OS(=O)(=O)c2ccccc2)C(=O)N(C)C1=O returned N370S GC -4%, FEN1 inhibitor -18% and TDP1 inh -4%.
Screening O=[N+]([O-])c1ccc(Cl)c([N+](=O)[O-])c1 returned N370S GC -2% and FEN1 inhibitor -27%&9%.
Screening CNCCC(Oc1ccc(C(F)(F)F)cc1)c1ccccc1 (stereo not drawn) returned N370S GC -10%&-14%&-23%&-21%&-27%, FEN1 inhibitor 17% and TDP1 inh 6%.
Cc1ccc2nc(C)n(-c3ccc(F)cc3)c(=O)c2c1 was read as N370S GC -11%, FEN1 inhibitor -3% and TDP1 inh 7%.
For Nc1c(C(=O)NCCc2ccccc2)c2nc3ccccc3nc2n1CCN1CCOCC1 the results were N370S GC inconclusive, FEN1 inhibitor -31% and TDP1 inh 5%.
For O=C(c1cc2c(s1)CCCCCC2)N1CCC2(CC1)OCCO2 the results were N370S GC 26%, FEN1 inhibitor -12% and TDP1 inh 4%.
Screening COc1ccc(-[n+]2c(-c3ccccc3)cc(-c3ccccc3)cc2-c2ccccc2)cc1 returned N370S GC 2% and FEN1 inhibitor -13%.
`CCOC(=O)C1CCN(C(C)C(=O)c2c(C)[nH]c3cc(C)ccc23)CC1` (stereo not drawn) gave N370S GC -6%, FEN1 inhibitor -10% and TDP1 inh 2%.
Screening Cn1c(O)c(/C=N/N2CCOCC2)c(=O)n(-c2ccccc2)c1=S returned N370S GC -5%, FEN1 inhibitor 5% and TDP1 inh 3%.

Sorted by molar mass (ascending): part of the list above.
`c1ccc2c(CN3CCCCC3)c[nH]c2c1` gave N370S GC -3%, FEN1 inhibitor 0% and TDP1 inh 2%.
`CC(C)NC(C)C(=O)C12CC3CC(CC(C3)C1)C2` (stereo not drawn) gave N370S GC 5%, FEN1 inhibitor -3% and TDP1 inh 3%.
Screening CCC(=O)N1N=C2C3CCN(CC3)C2C1c1ccccc1 (stereo not drawn) returned N370S GC 17%, FEN1 inhibitor -1% and TDP1 inh -1%.

Next records:
`CO/C1=C\C(C)=C\[C@@H](C)[C@@H](O)[C@@H](C)C/C(C)=C/C=C/[C@H](OC)[C@@H]([C@@H](C)[C@@H](O)[C@H](C)[C@@]2(O)C[C@@H](O)[C@H](C)C(C(C)C)O2)OC1=O` (stereo partly drawn) gave N370S GC -21% and TDP1 inh 16%.
`CCOC(=O)C1=C(N)OC(C)=C(C(=O)OCCOC)C12C(=O)Nc1ccccc12` (stereo not drawn) gave N370S GC 1%, FEN1 inhibitor 9% and TDP1 inh 3%.
COc1ccc(N2C(=O)CC(N3CCC(n4c(=O)[nH]c5ccccc54)CC3)C2=O)cc1 (stereo not drawn) was read as N370S GC -2%, FEN1 inhibitor -3% and TDP1 inh -1%.
Screening CCCn1nc2ccccc2c1P(=O)(N1CCOCC1)N1CCOCC1 returned N370S GC 4%, FEN1 inhibitor 9% and TDP1 inh 2%.
Screening Cc1cccc(OP(=O)(Nc2ccc(F)cc2)Oc2cccc(C)c2)c1 returned N370S GC 23%, FEN1 inhibitor -1% and TDP1 inh 0%.
`COc1ccc2nc(NC(=O)CCc3nc(C4=CCN(C)CC4)no3)sc2c1` gave N370S GC 4%, FEN1 inhibitor 12% and TDP1 inh 11%.
For CCCN(CC1CC1)CC(O)c1ccccc1 (stereo not drawn) the results were N370S GC -5% and FEN1 inhibitor 1%.
Cc1cc(N)n(C2CCN(C)CC2)n1 was read as N370S GC 1%, FEN1 inhibitor 0% and TDP1 inh -3%.
Screening O=C(COc1ccc2ccccc2c1)N1CCN(Cc2ccncc2)CC1 returned N370S GC -12%, FEN1 inhibitor -2% and TDP1 inh 4%.

Structures listed so far containing a nitro group on carbon:
Screening CN1CCCCC1Cn1cc(C(=O)c2cc([N+](=O)[O-])ccc2I)c2ccccc21 (stereo not drawn) returned N370S GC 6% and TDP1 inh 24%.
CCN1CC2([N+](=O)[O-])CC=C(Cl)C([N+](=O)[O-])(C1)C2 (stereo not drawn) was read as N370S GC 6%, FEN1 inhibitor 2% and TDP1 inh -1%.
CC1CN(c2ccc([N+](=O)[O-])c(N3CCCCC3)c2)CCN1 (stereo not drawn) was read as N370S GC inconclusive, FEN1 inhibitor -7% and TDP1 inh 5%.
Screening O=[N+]([O-])c1ccc(Cl)c([N+](=O)[O-])c1 returned N370S GC -2% and FEN1 inhibitor -27%&9%.

The list is partial. The share of hits here may be higher or lower than overall.
